# Bioassay records as filed in PubChem BioAssay.
# SENP8 block-1: SENP8 protease inhibitors, primary screen, biochemical, luminescence | Sentrin-specific protease 8 (Homo sapiens), Q96LD8 | purified SENP8, Z-RLRGG-aminoluciferin cleavage | inhibition, % at 10 µM | hit rate 1.2% among 330,000 | AID 2540, 2010; in the data active means inhibition above about 50%
# Target sequence (Q96LD8 whole entry, looked up): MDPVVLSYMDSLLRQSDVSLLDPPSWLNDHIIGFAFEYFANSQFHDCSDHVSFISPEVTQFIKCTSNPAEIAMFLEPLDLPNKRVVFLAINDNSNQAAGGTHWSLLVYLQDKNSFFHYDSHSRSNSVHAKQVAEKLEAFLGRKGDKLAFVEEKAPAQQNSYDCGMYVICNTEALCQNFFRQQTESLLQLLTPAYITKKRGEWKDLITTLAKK
# SENP6 block: SENP6 protease inhibitors, primary screen, biochemical, luminescence, uHTS; inhibition, % at 10 µM; hit rate 1.8% among 330,000; Sentrin-specific protease 6 (Homo sapiens), Q9GZR1; Recombinant SENP6 catalytic domain, aminoluciferin luminescence; AID 2599, 2010;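 active means inhibition above about 50% at the single tested dose, limit read from the data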;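 further: plate controls were DMSO wells with enzyme for no effect and DMSO wells lacking enzyme for full effect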
# Target sequence (Q9GZR1 628-1112 limits assumed): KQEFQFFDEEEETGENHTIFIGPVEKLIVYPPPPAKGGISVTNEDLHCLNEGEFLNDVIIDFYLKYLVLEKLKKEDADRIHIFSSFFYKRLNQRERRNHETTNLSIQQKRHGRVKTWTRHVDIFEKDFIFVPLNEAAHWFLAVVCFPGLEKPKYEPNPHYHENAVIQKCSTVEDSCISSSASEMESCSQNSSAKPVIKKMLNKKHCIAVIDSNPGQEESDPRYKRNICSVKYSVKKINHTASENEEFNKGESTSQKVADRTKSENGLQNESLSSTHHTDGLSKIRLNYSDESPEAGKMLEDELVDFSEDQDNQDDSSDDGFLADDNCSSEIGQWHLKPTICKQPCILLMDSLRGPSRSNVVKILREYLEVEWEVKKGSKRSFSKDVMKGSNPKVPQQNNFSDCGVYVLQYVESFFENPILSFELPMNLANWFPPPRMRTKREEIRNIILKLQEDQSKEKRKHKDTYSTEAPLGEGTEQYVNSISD
# beta cell repl: inducers of MIN6 beta-cell proliferation, primary screen, ATP luminescence, uHTS; MIN6 cells proliferation, ATPlite luminescence, 48 h; cells starved in 0.2% serum; 100% = growth in 10% serum; proliferation, % at 10 µM; hit rate 0.29% among 330,000; AID 2380, 2010;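 active means compounds whose signal lies at least 3.5 SD above the mean of all wells on their plate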;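 further: 0% = DMSO-treated cells in low-serum medium and 100% = 10% serum control; some compounds called inactive have numbers as strong as hits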
# SENP1 inh: human SENP1 catalytic domain inhibitors, primary screen, biochemical, FRET, uHTS. Sentrin-specific protease 1 (Homo sapiens), Q9P0U3. recombinant SENP1 catalytic domain, CyPet-SUMO1-YPet FRET cleavage. inhibition, % at 10 µM. hit rate 0.21% among 360,000. AID 624204, 2012;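 active means inhibition at least 30% at 10 µM, raw YFP signal under a set limit, fluorescence ratio 0.5 to 1.5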;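 further: 0% = enzyme with DMSO and 100% = no enzyme wells; some results filed as inactive read as strong as hits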
# Target sequence (Q9P0U3 419-644 limits assumed): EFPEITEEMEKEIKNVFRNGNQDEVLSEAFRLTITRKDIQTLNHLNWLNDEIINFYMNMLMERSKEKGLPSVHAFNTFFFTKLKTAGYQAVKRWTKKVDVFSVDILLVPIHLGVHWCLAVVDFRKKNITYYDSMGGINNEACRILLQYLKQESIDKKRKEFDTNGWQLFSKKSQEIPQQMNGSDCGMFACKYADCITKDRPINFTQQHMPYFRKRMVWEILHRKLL
#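 Test system: recombinant human SENP1 catalytic domain, His6-tagged / Medium: pH 8 Tris buffer with EDTA, NaCl, BME, BSA, NP40, catalase / Also added: SUMO1 FRET substrate flanked by Cypet and Ypet, 25 nM / Times: 50 min reaction at room temperature / Signal: FRET, CFP and YFP emission / Control set: no-enzyme low control and enzyme-plus-DMSO high control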
# HKDC1 inh: HKDC1 hexokinase inhibitors, primary screen, biochemical, fluorescence, uHTS; Q2TB90; recombinant HKDC1, G6PDH/diaphorase resazurin coupled fluorescence; inhibition, % at 20 µM; hit rate 0.16% among 340,000;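 active means inhibition above about 35% when tested at 20 µM, limit read from the data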;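 further: plate controls were DMSO wells with enzyme for no effect and DMSO wells lacking enzyme for full effect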
#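 Test system: HK5 enzyme. Quantity: 5 µg/mL HK5 final. Reagent: glucose and ATP substrates. Schedule: 90 min reaction incubation at room temperature, dark. Technique: resazurin-to-resorufin fluorescence via G6PDH and diaphorase coupling, 525/613 nm. Control set: DMSO wells with and without enzyme mix.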
# UBC13 inh: UBC13 polyubiquitin chain formation inhibitors, primary screen, biochemical, TR-FRET, uHTS | Ubiquitin-conjugating enzyme E2 N (Homo sapiens), P61088 | hit rate 0.47% among 330,000 | inhibition, % at 20 µM; in the data active means inhibition above about 45%, passing the limit was not always enough
# Target sequence (P61088 whole entry, looked up): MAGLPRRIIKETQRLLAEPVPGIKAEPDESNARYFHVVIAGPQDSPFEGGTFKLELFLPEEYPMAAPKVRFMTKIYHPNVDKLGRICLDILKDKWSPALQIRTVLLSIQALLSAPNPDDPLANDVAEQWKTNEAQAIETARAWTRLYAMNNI
# SENP8 block-2: human SENP8 protease inhibitors, primary screen, biochemical, fluorescence, Nedd8 protein substrate, uHTS; Sentrin-specific protease 8 (Homo sapiens), Q96LD8; recombinant SENP8; inhibition, % at 20 µM; hit rate 0.64% among 360,000; AID 602440, 2012; in the data active means inhibition mostly above about 40%, no sharp cut-off; inactive means mostly below about 27%
# SENP7 block: SENP7 protease inhibitors, primary screen, biochemical, luminescence, uHTS; recombinant SENP7, Z-RLRGG-aminoluciferin luminescence, 40 min; inhibition, % at 5 µM; Sentrin-specific protease 7 (Homo sapiens), Q9BQF6; hit rate 1.5% among 330,000;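 active means inhibition above about 50% at the single test dose, limit read from the data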;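 further: plate controls were DMSO with enzyme for no effect and no enzyme buffer wells for full effect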
# PfG6PD inh: PfG6PD enzyme inhibitors, primary screen, biochemical, fluorescence intensity, uHTS; glucose-6-phosphate dehydrogenase-6-phosphogluconolactonase (Plasmodium falciparum 3D7); PfGluPho enzyme, NADPH resazurin-diaphorase fluorescence; inhibition, % at 20 µM; hit rate 0.78% among 350,000; AID 504690, 2011;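 active means inhibition reaching at least a set limit at 20 µM in the primary screen, cut at about 59% in these data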;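 further: 0% = DMSO wells with substrate and 100% = DMSO wells lacking glucose-6-phosphate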
# * hit, by the source's call; nt = not tested or not shown. Outcome played no part in choosing rows; overall some 4% were active at least once.
SMILES,SENP8 block-1,SENP6 block,beta cell repl,SENP1 inh,HKDC1 inh,UBC13 inh,SENP8 block-2,SENP7 block,PfG6PD inh
Cc1ccc(C)c(NC(=O)COC(=O)c2cc3ccccc3oc2=O)c1,-1,-3,-1,-7,3,-5,-130,12,-5
COc1ccccc1NC(NC(=O)c1ccccn1)C(Cl)(Cl)Cl (stereo not given),6,-4,0,-3,-13,6,11,3,13
O=C1C2C3C=CC(C3)C2C(=O)N1c1ccc2ccccc2n1 (stereo not given),2,-6,-2,1,-8,5,16,-8,2
CSc1nsc2nc(=O)c(/C=C3\C(C)=Nc4ccc(C)cc43)c(N)n12,16,1,-1,-74,9,-13,-27,10,-6
O=C(CN1C(=O)NC(c2ccccc2)(c2ccccc2)C1=O)N1CCN(c2ccccc2F)CC1,5,-16,-6,2,-3,19,9,2,15
COc1ccc(C(=O)OC(C)C(=O)NC2CCCC2)cc1S(=O)(=O)N1CCOCC1 (stereo not given),-18,-7,-3,2,-4,-18,-2,-2,-9
CCc1c(C)nc2c(-c3ccccc3)c(C)nn2c1Nc1ccc(NC(C)=O)cc1,2,-6,-6,-3,-1,3,-273,4,4
O=C(CC(C(=O)N1CCc2ccccc21)n1ccnc1)NCC1CCCO1 (stereo not given),2,-4,2,-4,-12,2,9,3,-3
CCn1c(SCC(=O)N2CCN(c3ccccc3)CC2)nc2c([nH]c3ccccc32)c1=O,4,0,3,2,-4,-10,-80,2,0
COc1cccc(NC(=O)CCSc2nnc3scc(-c4ccccc4)n23)c1,2,-28,-2,2,-6,5,12,2,12
NC(=S)N/N=C/c1ccc(-c2ccc(Cl)c(Cl)c2)o1,21,34,-6,-1,2,-10,-392,14,25
C/C(=N\Nc1ccccc1)c1cc2ccccc2oc1=O,3,-3,-2,-7,-5,-10,14,6,-16
COc1ccc(CC(=O)NCCc2ccc(S(N)(=O)=O)cc2)cc1,0,-4,0,2,-5,-1,14,7,-14
CC(C)CCN1C(=O)c2ccc(C(=O)Nc3cccc(S(N)(=O)=O)c3)cc2C1=O,-9,-5,0,2,-5,-2,13,-6,23
CCC1Sc2ccccc2N(CC(=O)NCCC2=CCCCC2)C1=O (stereo not given),3,-9,-1,0,-2,8,10,4,4
CC1CCc2onc(C(=O)O)c2C1 (stereo not given),0,7,0,1,8,1,14,3,-1
Cc1n[nH]c(=O)n1-c1ccc(C(C)C)cc1,1,8,-1,0,-5,5,10,-3,18
CN(Cc1ccc(Cl)c(Cl)c1)C(=O)c1ccccc1SCC(=O)N1CCCC1,-9,-8,3,1,-5,6,3,9,3
CCOc1ccc(-n2c([S-])c(C(=O)Nc3ccc(S(=O)(=O)N4CCOCC4)cc3)[n+]3cc(C(N)=O)ccc23)cc1,3,-25,-1,-11,2,0,-336,1,33
O=C(Nc1ccc2c(c1)OCO2)Oc1ccccc1,33,25,-1,-4,-2,-13,4,27,40
C=CCn1c(NC(=O)c2ccc(Br)o2)c(S(=O)(=O)c2ccccc2)c2nc3ccccc3nc21,42,73*,-3,-24,0,-32,-276,2,-12
CCc1cccc(NS(=O)(=O)c2cccc3cccnc23)c1,-1,-6,0,-3,10,0,9,7,23
CC(=O)Nc1ccc(S(=O)(=O)NCc2nc(-c3ccccc3)no2)cc1,6,5,0,0,-3,4,2,4,-16
CC(=O)c1ccc(OC(C)C)c(CSC(=N)N)c1,1,-17,-3,1,-3,-5,19,-10,-1

# A draw from above in order of number of heavy atoms, low to high:
SMILES,SENP8 block-1,SENP6 block,beta cell repl,SENP1 inh,HKDC1 inh,UBC13 inh,SENP8 block-2,SENP7 block,PfG6PD inh
CCc1cccc(NS(=O)(=O)c2cccc3cccnc23)c1,-1,-6,0,-3,10,0,9,7,23
COc1ccc(CC(=O)NCCc2ccc(S(N)(=O)=O)cc2)cc1,0,-4,0,2,-5,-1,14,7,-14
CC(C)CCN1C(=O)c2ccc(C(=O)Nc3cccc(S(N)(=O)=O)c3)cc2C1=O,-9,-5,0,2,-5,-2,13,-6,23

# Looked up by structure from the entries so far:
SMILES,SENP8 block-1,SENP6 block,beta cell repl,SENP1 inh,HKDC1 inh,UBC13 inh,SENP8 block-2,SENP7 block,PfG6PD inh
CC(=O)Nc1ccc(S(=O)(=O)NCc2nc(-c3ccccc3)no2)cc1,6,5,0,0,-3,4,2,4,-16
C=CCn1c(NC(=O)c2ccc(Br)o2)c(S(=O)(=O)c2ccccc2)c2nc3ccccc3nc21,42,73*,-3,-24,0,-32,-276,2,-12

# Next structures follow:
SMILES,SENP8 block-1,SENP6 block,beta cell repl,SENP1 inh,HKDC1 inh,UBC13 inh,SENP8 block-2,SENP7 block,PfG6PD inh
Cc1cccc(C(C)(C)C)c1OCCN1CCCC1,-9,3,0,0,-9,-3,10,-11,-5
COc1ccc(C(C)=O)cc1COC(=O)CNC(=O)c1ccc(F)cc1,-1,-7,0,-1,-8,3,1,7,21
O=C(C(Cc1ccccc1)NS(=O)(=O)c1cccc2cccnc12)N1CCc2ccccc21 (stereo not given),-4,1,3,-5,1,12,-3,-3,29
CCOc1ccc(Nc2oc(-c3ccco3)nc2C#N)cc1,2,14,-1,-3,8,4,-216,2,8
COc1cc(C(=O)NCCc2cc3c(OC)ccc(OC)c3[nH]c2=O)cc(OC)c1OC,0,-5,-2,0,24,6,-215,2,-9
COC(=O)c1ccc2c(=O)n(CCN3CCOCC3)c(SCC(=O)C(C)(C)C)nc2c1,6,-4,-1,0,-9,-8,-7,8,0
COc1ccc(NC(=O)c2ccc(NS(=O)(=O)c3c(C)noc3C)cc2)cc1OC,-4,2,0,0,9,-4,-4,-3,-19
CCOC(=O)c1c(C)n(C)c2c1cc(OC(C)=O)c1ccccc12,-4,15,-2,2,-3,3,0,0,0
COc1ccc(C(=O)NNS(=O)(=O)c2ccc(OC)cc2)cc1,-2,-14,-3,1,-3,4,6,9,0
Cc1ccc(Cl)cc1N1CCN(C(=O)CN2C(=O)c3cccc4cccc2c34)CC1,-3,-2,-3,-40,3,11,-424,13,8
NC(=O)Nc1ccc(C(=O)OCC(=O)Nc2cccc(S(=O)(=O)NC3=NCCCCC3)c2)cc1,-1,7,0,3,-6,13,23,5,5
CC(C)(C)n1nnnc1C(c1cccs1)N(Cc1cccnc1)Cc1ccco1 (stereo not given),1,1,0,3,3,11,2,2,8

# Profiles as entered above. Values in the order: SENP8 block-1 | SENP6 block | beta cell repl | SENP1 inh | HKDC1 inh | UBC13 inh | SENP8 block-2 | SENP7 block | PfG6PD inh
# Record of COc1cc(C(=O)NCCc2cc3c(OC)ccc(OC)c3[nH]c2=O)cc(OC)c1OC = 0 | -5 | -2 | 0 | 24 | 6 | -215 | 2 | -9
# Record of Cc1ccc(Cl)cc1N1CCN(C(=O)CN2C(=O)c3cccc4cccc2c34)CC1 = -3 | -2 | -3 | -40 | 3 | 11 | -424 | 13 | 8

# Next structures.
SMILES,SENP8 block-1,SENP6 block,beta cell repl,SENP1 inh,HKDC1 inh,UBC13 inh,SENP8 block-2,SENP7 block,PfG6PD inh
O=C(COC(=O)CCC(=O)c1cccs1)Nc1cccc(S(=O)(=O)N2CCOCC2)c1,5,-1,-1,2,-4,-3,9,3,-5
CCOc1ccc(C2=CSC3=NCCN23)cc1,-2,0,-3,-4,-10,5,1,-1,9
CCOC(=O)C1=C(COC(=O)[C@H](C)NS(=O)(=O)c2ccc(NC(C)=O)cc2)NC(=O)NC1C (stereo not given in full),-6,-21,-2,2,-7,1,2,4,6
COCCNC(=O)C(c1cccs1)N(C(=O)Cn1nnc2ccccc21)c1cccc(C(C)=O)c1 (stereo not given),-3,-10,3,0,-6,1,13,2,-8
O=C(CSc1nncs1)NC(=O)NCc1ccco1,-5,-17,2,-2,14,5,6,-9,-1
COc1ccccc1C(=O)NCCC(=O)N1CCN(S(=O)(=O)c2ccc(Cl)cc2)CC1,3,-11,-2,1,3,6,14,4,7
Nc1ccc2c(c1)Cc1cc(Cl)c(Cl)cc1-2,nt,nt,nt,-7,18,nt,-126,nt,17
COc1cc(CC(=O)Nc2ccc(S(=O)(=O)Nc3ncccn3)cc2)cc(OC)c1OC,-2,-4,-1,0,-4,7,3,5,3
CC(=O)c1cnc2scnn2c1=O,1,-6,2,1,-8,7,21,5,0
COc1ccc(-c2c3c(nc4sc(C(=O)Nc5ccccc5)c(N)c24)CCC3)cc1,6,9,1,-34,-4,46*,-278,6,8
COc1ccc(-c2[nH]ncc2[C@@H]2C[C@H]3CN(Cc4ccccc4C)C(=O)[C@]34CCCN24)cc1,3,-3,-3,1,-7,3,8,-5,12
Cc1cc(N2CCN(S(=O)(=O)c3ccc(Cl)cc3)CC2)c2ccccc2n1,-4,-11,-4,3,-7,-1,0,9,9

# Sorted by the number under SENP6 block (descending): 7 from the list above
Compound	SENP6 block	SENP1 inh	HKDC1 inh	UBC13 inh	SENP7 block	PfG6PD inh
C=CCn1c(NC(=O)c2ccc(Br)o2)c(S(=O)(=O)c2ccccc2)c2nc3ccccc3nc21	73*	-24	0	-32	2	-12
CC1CCc2onc(C(=O)O)c2C1 (stereo not given)	7	1	8	1	3	-1
CCOc1ccc(C2=CSC3=NCCN23)cc1	0	-4	-10	5	-1	9
COc1ccc(CC(=O)NCCc2ccc(S(N)(=O)=O)cc2)cc1	-4	2	-5	-1	7	-14
CCc1cccc(NS(=O)(=O)c2cccc3cccnc23)c1	-6	-3	10	0	7	23
CN(Cc1ccc(Cl)c(Cl)c1)C(=O)c1ccccc1SCC(=O)N1CCCC1	-8	1	-5	6	9	3
COCCNC(=O)C(c1cccs1)N(C(=O)Cn1nnc2ccccc21)c1cccc(C(C)=O)c1 (stereo not given)	-10	0	-6	1	2	-8

# New compounds follow:
SMILES,SENP8 block-1,SENP6 block,beta cell repl,SENP1 inh,HKDC1 inh,UBC13 inh,SENP8 block-2,SENP7 block,PfG6PD inh
O=C1Nc2ccccc2N=C(c2ccccc2)C1Br (stereo not given),2,-8,1,-3,-6,-12,-20,-1,19
CCc1nc(SCC(=O)NCc2ccccc2)c2c(=O)n(C)c(=O)n(C)c2n1,3,-2,0,5,-6,-4,12,2,0
COc1cc(C(C)=O)ccc1OCC(=O)OCC(=O)c1cc(C)n(CC2CCCO2)c1C (stereo not given),6,-7,-4,-1,0,-1,-1,-5,1
Cc1cc(-c2ccc(C)c(S(=O)(=O)N3CCN(C(=O)c4ccco4)CC3)c2)on1,-1,2,0,-1,-7,8,13,12,-9
C=CCn1c(=O)c2c(nc3n2CC(C)CN3CCc2ccccc2)n(C)c1=O (stereo not given),8,7,2,1,-4,4,6,0,1
O=C(CCCCCN1C(=O)c2ccccc2C1=O)NCc1ccccn1,-6,15,0,4,-6,31,15,3,13
Cc1ccc(S(=O)(=O)NC(C)C(c2cccs2)N2CCN(c3ccccc3)CC2)cc1 (stereo not given),1,4,-6,1,1,2,16,6,28
CCc1ccc(NC(=O)CSc2n[nH]c(=O)n2C2CC2)cc1,3,5,-5,2,-3,-2,12,-4,0
